mHtt clearance = mutant huntingtin protein clearance; HeLa Exon1htt(103Q)mCFP, aggregate imaging; zero = plate's median compound well; inhibition, % at 1.5 µM; 47,000 tested, 0.42% active; AID 853;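 active means inhibition of aggregate fluorescence above about 70%, also judged a hit by eye on the cell image, limit read from the data, passing the limit was not always enough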;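 further: cells exposed to compound for three days before fixation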
mHtt clearance grain fraction = also measured in mHtt clearance; calls as there; fraction fluorescence in grains; measured here: aggregate grain fluorescence fraction; stronger effect = lower value;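 scaled fraction of total cell fluorescence in grains with unit not stated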
* marks the source's active call; other numbers are inactive results.

SMILES	mHtt clearance	mHtt clearance grain fraction
CCn1c(CNC(C)=O)nnc1SCC(=O)c1ccc(Br)cc1	9	19
CCCC(c1nnnn1Cc1ccco1)N1CCC(C(N)=O)CC1 (stereo unspecified)	-78	37
CCOc1ccccc1N(CC(=O)NCc1ccc(OC)cc1)S(C)(=O)=O	22	27
Cc1cc(/C=N/n2cnnc2)c(C)n1-c1ccc(Cl)cc1Cl	-28	24
O=C(COc1ccc(S(=O)(=O)NC2CCCCC2)cc1Cl)NCC1CCCO1 (stereo unspecified)	46	11
Cc1nc(-c2cccc(NS(=O)(=O)c3ccc4ccccc4c3)c2)cs1	21	33
COc1ccc(/C(O)=C2/C(=O)C(=O)N(c3nc(C)c(C)s3)C2c2ccco2)cc1 (stereo unspecified)	-16	39
O=c1ccnc(S/C=C/c2ccccc2)[nH]1	-27	44
CCOC(=O)CNC(=O)c1cccnc1	-12	45
C/C(=N\O)C(=O)OC1CC(C)CCC1C(C)C (stereo unspecified)	-24	22
O=C(CSCC(=O)N1CCCCC1)Nc1nc(-c2ccc(Cl)s2)cs1	17	28
COc1ccc(Oc2nc(C)nc3c2oc2ccccc23)cc1	-47	52
CCc1nc(SCC(=O)NCc2ccco2)c2c3c(sc2n1)CCCC3	-13	19
Cc1noc(C)c1CSc1ccc(Br)cc1	10	19
O=C1NN(c2ccccc2)C(=O)/C1=C\c1ccccc1OCC(=O)N1CCOCC1	-16	26
Oc1ccc(N2CCN(C(c3ccccn3)c3nnnn3C3CCCC3)CC2)cc1 (stereo unspecified)	-9	20
O=C(NC1CC1)c1ccc(S(=O)(=O)NC2CCCCCC2)cc1	-22	22
c1cncc(-c2nn[nH]n2)c1	20	29
COc1ccc(C2C(C#N)=C(/N=C/N3CCN(C)CC3)OC3=C2C(=O)CC(C)(C)C3)cc1 (stereo unspecified)	31	14
CCSc1nnc(NC(=O)CSc2nnc(-c3c[nH]c4ccccc34)n2CC)s1	-9	53
COC(=O)c1cc(OC)c(OC)cc1NC(=O)c1ccc(C)cc1	8	18
CCCCOC(=O)CCn1[nH]c(=O)c2ccccc2c1=O	14	31
COc1ccccc1N1CCN(C(c2cc3ccc(C)cc3[nH]c2=O)c2nnnn2C2CCCC2)CC1 (stereo unspecified)	-56	61
O=C1CC(Sc2ncccn2)C(=O)N1c1ccccc1C(F)(F)F (stereo unspecified)	46	9.2
CCSc1nnc2c(n1)OC1(CCCC1)Nc1ccccc1-2	19	39
Cc1noc(C)c1S(=O)(=O)NCCc1ccc(S(N)(=O)=O)cc1	29	23
O=C(CSCCO)Nc1ccc(C23CC4CC(CC(C4)C2)C3)cc1	-2	19
CC(=O)c1ccc(NC(=O)C(C)Sc2nnnn2C)cc1 (stereo unspecified)	24	23
COc1ccc(-n2c(Cc3cccn3C)nnc2SCC(=O)Nc2ccccc2)cc1	-24	42
CCCC(C)c1nnc(NC(=O)c2cc(C(=O)OC)cc([N+](=O)[O-])c2)s1 (stereo unspecified)	47	16
Cc1nc(Nc2cccc(C(F)(F)F)c2)nc2c1C(=O)CC(C)C2 (stereo unspecified)	-23	24
CCCC(=O)Nc1sc2c(c1C(=O)OC)C(C(=O)OC)CC2 (stereo unspecified)	-32	24
O=C(CSc1nnc(Cn2nnc(-c3ccccc3)n2)n1-c1ccccc1)Nc1ccc(F)cc1	-20	20
Cc1ccc(N2C(N)=C(C#N)C(c3cccs3)C3=C2CC(C)(C)CC3=O)cc1 (stereo unspecified)	-6	25
Cc1nc(SCC(=O)Nc2ccc3c(c2)OCCO3)c2oc3ccccc3c2n1	-51	57
COc1ccc(OC)c(-n2c(O)cnc2Nc2nc(C)cc(C)n2)c1	-2	41
CCC(C)NC(=O)C1CCC(=O)N1Cc1ccc(C)cc1 (stereo unspecified)	0	37
COCCCn1c(C)nc2c(c1=O)c1nc3ccccc3nc1n2CCc1ccccc1	-44	62
Cc1ccc(Oc2ccc(-c3nc(N)nc(N)n3)cc2)cc1	-19	23
CCCC(=O)Nc1ccc(N2CCOCC2)cc1	5	19
O=C(c1ccco1)N1CCC(c2nc(-c3ccccc3Cl)no2)CC1	27	28
CCOC(=O)C1=C(N)OC2=C(C(=O)CC(C)(C)C2)C1c1cccs1 (stereo unspecified)	-121	42
Cc1ccc(NCCC(=O)c2ccc(Cl)cc2)cc1C	-141	75
CC(NC(=O)COc1cccc(Br)c1)C(=O)O (stereo unspecified)	-15	42
CCSc1ncc(/C=N/Nc2ccc(Cl)cc2)n1C	53	10
N#C/C(=C\c1c(N2CCC(C(N)=O)CC2)nc2ccccn2c1=O)S(=O)(=O)c1ccccc1	-68	59
COC(=O)c1cccc(COC(=O)c2ccc(CS(=O)(=O)c3ccc(C)cc3)cc2)c1	-4	44
Cc1cc(NC(=O)COC(=O)C2CCN(C(=O)c3ccc(Cl)cc3)CC2)no1	53	14
CC(C)OC(=O)CSc1nnc(CNc2ccc(Cl)cc2)n1Cc1ccccc1	-46	28
CCOC(=O)c1ccccc1NC(=O)CSc1nnc(Cc2cccn2C)n1-c1ccc(F)cc1	20	34
COc1ccc(-c2c(C)n([O-])c(C)c(-c3ccccc3)[n+]2=O)cc1OC	57	17
O=C(NCc1ccc(Cl)cc1Cl)c1ccccn1	2	35
Cc1ccc(OC(C)C)c(CN(CCO)CCO)c1	0	23
COc1ccc(NC(=O)c2ccccc2NC(=O)C2CCCO2)cc1 (stereo unspecified)	66	6.3
CC1CCCC(NS(=O)(=O)c2ccc3c(c2)OCCO3)C1C (stereo unspecified)	25	15
Cc1cc(-c2ccccc2)n(-c2ccc(C(=O)N3CCN(c4ncccn4)CC3)cc2)n1	11	17
Cc1cc(/C=C2\SC(=S)NC2=O)c(C)n1C	-16	36
CS(=O)(=O)N(CC(=O)Nc1cccc(F)c1)Cc1ccccc1	-78	31
O=C(Nc1cccc(Cn2cccn2)c1)c1cc2c(s1)CCCC2	49	10
CN(C)S(=O)(=O)c1ccc(NC(=O)COC(=O)c2n[nH]c3ccccc23)cc1	-22	49

The list goes on.
SMILES	mHtt clearance	mHtt clearance grain fraction
O=S(=O)(c1ccc2ccccc2c1)N1CCCOC1	-54	62
Cc1cnc2cc(Cl)c(Cl)cc2n1	29	14
O=C(NC12CC3CC(CC(C3)C1)C2)N1CCN(S(=O)(=O)c2ccc(Cl)cc2)CC1	-13	21
CCCc1cc(C(=O)Nc2ccc(C(C)=O)cc2)no1	2	30
O=S(=O)(c1ccccc1)c1nc(-c2ccco2)oc1NCCCn1ccnc1	-30	26
CSc1oc(-c2ccccc2)nc1C(N)=O	-54	52
CC(=O)NCCn1c(SCC(=O)NCCC2=CCCCC2)nc2ccccc2c1=O	-23	45
COc1ccc(OC(=O)c2ccc3nsnc3c2)cc1	42	9.2
CC(=O)N1C(Nc2ccc(Cl)cc2)CCN1c1ccccc1 (stereo unspecified)	-45	56
CCn1c(N2CCN(S(=O)(=O)c3ccccc3C(F)(F)F)CC2)nc2ccccc21	-113	84
Cn1cc(S(=O)(=O)NCc2cccs2)c(=O)n(C)c1=O	-62	54
O=C(CN1CCOc2ccccc21)NC1CCN(Cc2ccccc2)CC1	-4	52
CCCS(=O)(=O)N1CCCC(C(=O)NCCN(CC)c2ccccc2)C1 (stereo unspecified)	17	17
CCOC(=O)c1c(N)sc2c(NC(C)=O)cccc12	-24	51
CC(c1ccccc1)n1c(NCCCn2ccnc2)nc2c1c(=O)[nH]c(=O)n2C (stereo unspecified)	-18	26
COc1ccc(CCNc2c(C)c(C)nc3ncnn23)cc1	24	34
COc1ccc(S(=O)(=O)N/N=C(/C)c2ccc(Cl)cc2)cc1	1	30
Cc1cc(C(=O)CSc2nc3ccccc3[nH]2)c(C)n1C	-50	28
COc1ccccc1OCCCCNC(C)(C)C	0	33
CCOc1cc(C)c(S(=O)(=O)NC2CCCCC2)cc1C	6	18
COc1ccc(NS(=O)(=O)Cc2ccccc2Cl)cn1	-60	55
Cc1ccc(-c2csc3nnc(SCC(=O)N4CCN(Cc5ccccc5)CC4)n23)cc1	6	28
O=C(Nc1ccc(N2CCN(Cc3ccccc3)CC2)cc1)c1ncn[nH]1	-98	32
Cc1cc(C(=O)OCC(=O)c2ccc(Br)s2)no1	21	17
CS(=O)(=O)N(CC(=O)NCCC1=CCCCC1)C1CCCCC1	-10	18
O=C(OCCN1C(=O)c2ccccc2C1=O)c1cccs1	-4	45
CN(C)CCNC(=O)C(C(=O)c1ccccc1)n1ccccc1=O (stereo unspecified)	20	28
C=CCOc1c(Cl)cc(/C=N/O)cc1OC	-12	44
O=C(NCc1ccc(Cl)cc1)c1cc(-c2cccs2)on1	-64	70
CCC(Cc1ccccc1)NC(=O)C1CCC(CNc2c(N3CCCC3)c(=O)c2=O)CC1 (stereo unspecified)	-29	53
COc1ccc2[nH]c(=O)c(CNc3ccc(C)c(C)c3)cc2c1	16	31
O=C(COC(=O)C1CC1)c1c[nH]c2ccccc12	28	13
CC(c1nc2ccccc2o1)N1C(=O)c2ccccc2C1=O (stereo unspecified)	36	11
Cc1ccc(NC(=O)CSCc2c(C)noc2C)cc1C	10	33
N#Cc1c(Cl)nc(SCc2ccccc2)nc1-c1ccccc1	2	21
Cc1cc(S(=O)(=O)N2CCN(c3ccc(F)cc3)CC2)c(C)s1	23	40

Arranged by molecular weight (lowest first): part of the list above
SMILES	mHtt clearance	mHtt clearance grain fraction
O=C(COC(=O)C1CC1)c1c[nH]c2ccccc12	28	13
COc1ccccc1OCCCCNC(C)(C)C	0	33
CC(c1nc2ccccc2o1)N1C(=O)c2ccccc2C1=O (stereo unspecified)	36	11
COc1ccc(CCNc2c(C)c(C)nc3ncnn23)cc1	24	34
Cc1cc(C(=O)CSc2nc3ccccc3[nH]2)c(C)n1C	-50	28
O=C(OCCN1C(=O)c2ccccc2C1=O)c1cccs1	-4	45
COc1ccc2[nH]c(=O)c(CNc3ccc(C)c(C)c3)cc2c1	16	31
CCOc1cc(C)c(S(=O)(=O)NC2CCCCC2)cc1C	6	18
COc1ccc(NS(=O)(=O)Cc2ccccc2Cl)cn1	-60	55
O=C(NCc1ccc(Cl)cc1)c1cc(-c2cccs2)on1	-64	70
CN(C)CCNC(=O)C(C(=O)c1ccccc1)n1ccccc1=O (stereo unspecified)	20	28
Cc1cc(C(=O)OCC(=O)c2ccc(Br)s2)no1	21	17
N#Cc1c(Cl)nc(SCc2ccccc2)nc1-c1ccccc1	2	21
COc1ccc(S(=O)(=O)N/N=C(/C)c2ccc(Cl)cc2)cc1	1	30
Cc1cc(S(=O)(=O)N2CCN(c3ccc(F)cc3)CC2)c(C)s1	23	40
O=C(Nc1ccc(N2CCN(Cc3ccccc3)CC2)cc1)c1ncn[nH]1	-98	32
CCC(Cc1ccccc1)NC(=O)C1CCC(CNc2c(N3CCCC3)c(=O)c2=O)CC1 (stereo unspecified)	-29	53
Cc1ccc(-c2csc3nnc(SCC(=O)N4CCN(Cc5ccccc5)CC4)n23)cc1	6	28

Returning to the listing, starting 2 compounds before the break.
SMILES	mHtt clearance	mHtt clearance grain fraction
N#Cc1c(Cl)nc(SCc2ccccc2)nc1-c1ccccc1	2	21
Cc1cc(S(=O)(=O)N2CCN(c3ccc(F)cc3)CC2)c(C)s1	23	40
COc1ccc(/C(O)=C2\C(=O)C(=O)N(CC3CCCO3)C2c2cc(OC)ccc2OC)cc1 (stereo unspecified)	-29	39
CC(C)(C)N1C(=O)c2ccc(C(=O)Nc3nccs3)cc2C1=O	-17	40
Cc1ccc(CN2CCNC2=O)cc1	27	31
O=C(CSc1nnc2c3cc(F)ccc3nc(-c3ccccc3)n12)N1CCOCC1	14	18
O=c1c(Cc2ccc(Cl)cc2Cl)c(O)ccn1Cc1ccc(Cl)cc1	19	31
CC(C)(C)c1cc(NC(=O)c2cccnc2)no1	78*	4.3*
CSc1nc(N2CCOCC2)c2c3c(sc2n1)CCC3	1	18
CCOc1ccc(NS(=O)(=O)c2ccc(NS(=O)(=O)c3ccccc3)cc2)cc1	-10	25
CCCCSCc1[nH]c(=O)[nH]c1C(=O)CCCCC(=O)OCC	23	27
Cc1ccc(N2CC(C(=O)Nc3nnc(C)s3)CC2=O)cc1 (stereo unspecified)	-25	24
O=C(O)c1ccccc1NCN1C(=O)C2CC=C(Cl)CC2C1=O (stereo unspecified)	-21	40
CCN(CCN(C)C)C(=O)Cn1ncc2c1-c1cc(C)ccc1OC2	52	18
CC(C)(C)NC(=O)/C(=C/c1ccco1)c1ccccc1	6	27
COc1ccccc1-c1nc(-c2cccc(C)c2)no1	-6	20
O=C(CN1C(=O)c2ccccc2C1=O)Nc1sc2c(c1C(=O)NCC1CCCO1)CCC2 (stereo unspecified)	6	37
Cc1nc(SC(C)C)[nH]c(=O)c1Cc1ccccc1	-77	36
COc1cc2c(cc1OC)CN(C(=S)Nc1ccccc1)CC2	28	28
COc1ccc(C2C(C(=O)N3CCCCC3)CCC(=O)N2c2cc(OC)c(OC)c(OC)c2)cc1 (stereo unspecified)	-18	23
COc1ccc(Cn2c(C3CC3)nc3ccc(NC(C)=O)cc3c2=O)cc1	-18	24
O=C(Nc1ccccc1N1CCN(c2ccc(F)cc2)CC1)C12CC3CC(CC(C3)C1)C2	16	16
C#CCN(C)CC/C=C1\c2ccccc2CSc2ccccc21	45	10
O=C(CCCN1C(=O)CCC1=O)Nc1ccc(Cl)c(C(F)(F)F)c1	57	8.6
Cc1coc2c(C)c3oc(=O)c4c(c3cc12)CCC4	-26	22
CC1CCN(S(=O)(=O)c2ccc3[nH]c(=O)cc(C(=O)O)c3c2)CC1	-47	24
COc1ccc(-c2noc(COc3ccc4c(c3)OCO4)n2)cc1OC	51	8.7
CCC(C)(C(=O)NC1CCCCC1)N(Cc1ccco1)C(=O)c1ccc2c(c1)OCO2 (stereo unspecified)	-30	26
COc1ccc(C2=CSC3=C(C(=O)c4cccc(S(=O)(=O)N(C)C)c4)CCN23)cc1	18	17
COc1cccc(S(=O)(=O)Nc2ccc(C(=O)N3CCOCC3)cc2)c1	24	13
Cc1cccc(NC(=O)C2c3ccccc3C(=O)N3CCc4ccccc4C23)n1 (stereo unspecified)	35	12
CCOC(=O)N1CCC(N2CCN(S(=O)(=O)c3ccc(Cl)cc3)CC2)CC1	33	12
Cc1ccc(OCc2nnc(SCC(=O)Nc3cc(C)on3)n2C)cc1	50	9.2
COc1ccc(-c2ccc(=O)n(CC(=O)Nc3cccc(O)c3)n2)cc1OC	-32	45

The list is partial (hit frequency here may not be typical).
